High-throughput results: PubChem BioAssay, National Center for Advancing Translational Sciences (NCATS)
HepG2 tox = HepG2 cytotoxicity, counter-screen for TGF-b inhibitors; HepG2 CAGA-GFP viability, ATP luminescence, 18 h; Potency, µM (top dose mostly 46.1 µM), for inactives: top-dose activity change, negative = cytotoxicity, most hits filed as cytotoxic; actives 0.76% (n = 410,000); also: potency is read from the fitted curve at half-maximal effect; some results filed as inactive show a strong effect at the top dose
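HepG2 CAGA-GFP cells (1000/well, DMEM with 1% FBS) received compound, then TGF-beta at 500 pg/mL final, and were incubated 18 hours at 37 degrees C. Viability was read by CellTiter-Glo luminescence. Media-only wells were set as complete cell-killing and DMSO as no toxicity.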
ATXN2 expr inh = ATXN2 expression inhibition; Potency, µM (series often up to 57 µM), for the others: at the highest dose activity change, negative = inhibition, hits mostly inhibitors; AID 1745845; HEK-293 ATXN2-luciferase reporter, luminescence, 24 h; actives 0.72% (n = 360,000); also: potency is read from the fitted curve at half-maximal effect; % is scaled to controls: 0 for no effect and ±100 for the full control effect; nearly all actives have a fitted effect of over 55% in size
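qHTS (up to 57 uM final) was run with 24 h compound exposure of reporter cells at 37 °C. Each well was multiplexed: SteadyGlo luminescence measured ATXN2-luciferase expression after a fluorogenic Gly-Phe-AFC viability readout (25 uM final).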
S2 tox = cell viability loss in ATXN counter-screen | S2 cells (HEK-293 line with an ATXN2-luciferase reporter) viability, CellTiter-Fluor protease fluorescence, 24 h | Potency, µM (doses to about 56.7 µM), actives largely listed as cytotoxic | actives 0.49% (n = 400,000) | AID 651635; also: potency is read from the fitted curve at half-maximal effect; nearly all actives have a fitted effect of over 40% in size
HT1080 IDH1KD tx = HT-1080 IDH1 knockdown cell toxicity (counter line); HT-1080 IDH1 knockdown viability, ATP luminescence, 48 h; Potency, µM (titrated, usually from 46.1 µM), inactives show top-dose activity, negative = toxicity, hits mostly cytotoxic; actives 2% (n = 360,000); AID 686971;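 also: potency is read from the fitted curve at half-maximal effect; 0% = DMSO wells and -100% = cell-free medium wells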
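CellTiter-Glo luminescence after 48 h compound exposure at 37 degrees C of IDH1-knockdown HT-1080 cells in 5% FBS RPMI. %Activity scaled between DMSO wells and cell-free media wells, with curves fitted and assigned curve classes.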
MCF10A rerep = DNA re-replication induction in MCF 10a cells; Potency, µM (doses to about 46.1 µM), without a hit: at the top dose activity, positive = re-replication, hits mostly activators; MCF 10A DNA re-replication, Hoechst nuclear intensity, 48 h; actives 2.9% (n = 350,000); AID 624296; also: potency is read from the fitted curve at half-maximal effect; % of control where 0% means no effect; nearly all actives have a fitted effect of over 50% in size
IL-1B inflam inh = inhibitors of inflammasome signaling (IL-1 beta secretion); THP-1 LPS/ATP IL-1B secretion, AlphaLISA, 16 h; active compounds read low; activity change, % at 57.5 µM; actives 4.7% (n = 360,000); in the data active = activity change below about -50%; inconclusive = mostly about -30% to -49%; also: % is scaled to controls: 0 for no effect and ±100 for the full control effect
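THP-1 cells pretreated 1 hr with compounds (up to 57.5 uM final), then stimulated with LPS (250 ng/mL final) plus ATP (1.25 mM final); secreted IL-1B measured by AlphaLISA after 16 hr, decreased signal indicating inhibition.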
HT1080NT lethal = kills 2HG-producing HT-1080-NT fibrosarcoma cells | HT-1080-NT fibrosarcoma viability, CellTiter-Glo ATP luminescence, 48 h | Potency, µM (top dose mostly 46.1 µM), for the others: top-dose activity, negative = less viability, most hits filed as cytotoxic | actives 1.6% (n = 360,000);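 also: NT is the 2HG producing partner of a matched IDH1 knockdown line; potency is read from the fitted curve at half-maximal effect; 0% = DMSO-treated cells and -100% = media-only wells without cells; nearly all actives have a fitted effect of over 55% in size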
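Luminescent CellTiter-Glo readout after 48 hours of compound exposure at 37 degrees C defined viability of HT-1080-NT cells. Activity was normalized to DMSO wells and cell-free media wells; concentration-response curves were fitted and assigned curve classes.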
SW480 rerep = inducers of DNA re-replication in SW480 colon cancer cells | SW480 DNA re-replication, Hoechst DNA content imaging, 48 h | Potency, µM (series often up to 46.1 µM), inactives show top-dose re-replication activation, hits mostly activators | actives 1.8% (n = 340,000); also: potency is read from the fitted curve at half-maximal effect; % of control where 0% means no effect; nearly all actives have a fitted effect of over 55% in size
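Readout is total intensity of Hoechst-stained nuclei, excited at 405 nm and collected at 500-530 nm. Compound treatment lasted 48 hr at 37 C in 5% CO2 before staining.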
KB-3-1 tox = KB-3-1 parental cell cytotoxicity. AID 1347075. Potency, µM (series often up to 46.1 µM), for the others: top-dose activity change, negative = cytotoxic, hits mostly cytotoxic. actives 1.4% (n = 400,000). KB-3-1 viability, CellTiter-Glo ATP luminescence, 72 h; also: potency is read from the fitted curve at half-maximal effect; % is scaled to controls: 0 for no effect and ±100 for the full control effect; nearly all actives have a fitted effect of over 60% in size
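72 h, 37 °C compound treatment of KB-3-1 parental cells; CellTiter-Glo added, 10 min, luminescence read. Data corrected against DMSO-only plates and normalized before curve fitting.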
* hit, by the source's call; i = inactive; ? = inconclusive; nt = not tested or not shown; [ ] = dose if it differs, or a comment. Unless noted, calls follow the shape of the dose curve; as a rule, active = well fitted curve in the direction sought with a large enough effect; inconclusive = small, poorly fitted or top-dose-only effect, or another doubt; inactive = no such curve, though single readings can be large; an effect the other way counts as inactive or inconclusive.

SMILES	HepG2 tox	ATXN2 expr inh	S2 tox	HT1080 IDH1KD tx	MCF10A rerep	IL-1B inflam inh	HT1080NT lethal	SW480 rerep	KB-3-1 tox
Cc1cccc(NC(=O)CSc2nnc(CNC(=O)c3ccc(S(=O)(=O)N(C)C)cc3)n2-c2ccc(F)cc2)c1	-3%	4%	i	-6%	1%	14	-1%	14%	?
CCc1ccc(NC2CC(=O)N(c3ccc(OC)cc3OC)C2=O)cc1 (stereo not given)	-15%	0%	i	19%	15%	-19	3%	6%	2%
COc1ccc(OCCCC(=O)Nc2ccc(OC)c(S(=O)(=O)N3CCOCC3)c2)cc1	-13%	-22%	i	-3%	6%	28	-2%	-28%	-11%
CCOc1ccccc1NC(=O)Nc1c(C)n(-c2ccccc2)c(=O)n1C	-4%	-6%	i	-4%	-4%	-1	15%	-10%	-8%
c1ccc2sc(NC3=NCN(C4CCCCC4)CN3)nc2c1	6%	15%	i	-5%	-15%	12	3%	-2%	-5%
COC(=O)C1CCN(C(=O)c2ccccc2Oc2ccccc2)CC1	-9%	-3%	i	-1%	1%	34	0%	1%	19%
CCOC(=O)c1[nH]c(C)c(C(=O)N2CCN(C(=O)OCC)CC2)c1CC	19%	0%	i	2%	17%	-10	-1%	22%	-20%
Cc1ccc(C2C(C#N)=C(N)Oc3cc(N)ccc32)cc1 (stereo not given)	-20%	nt	i	-1%	?	-12	-10%	6%	-15%
COc1cc(Cn2c(N)c(C#N)c3nc4ccccc4nc32)cc(OC)c1	-28%	4%	nt	-22%	4.6µM*	-9	-22%	8.2µM*	-10%
C=CCn1c(SCC(=O)c2ccc(OC)cc2)nnc1C(C)NC(=O)c1cccs1 (stereo not given)	0%	5%	i	1%	0%	4	17%	-5%	6%
CCOC(=O)N1CCN(C(=O)c2cc(COc3ccc(OC)cc3Cl)on2)CC1	-5%	31%	i	-12%	5%	-4	-3%	14%	nt
CCCCCCc1ccc(-c2ncc(N)cn2)cc1	-38%	46%[activator]	i	?	13µM*	0	-24%	7%	-3%
Cc1cc(N2CCN(c3cccc(C(F)(F)F)c3)CC2)n2nc(-c3ccccc3)nc2n1	2%	8%	i	nt	nt	nt	nt	nt	10%
CCOC(=O)C1CCCN(S(=O)(=O)c2cc3c(cc2C)NC(=O)CO3)C1 (stereo not given)	-7%	-6%	i	nt	nt	nt	nt	nt	-1%
O=C(COc1ccc(F)cc1Br)NCc1nnc2ccccn12	7%	3%	i	-8%	0%	-2	-1%	0%	-2%
COc1cccc(CNC(=O)C2CCCN(C(=O)c3ccc(Cl)cc3)C2)c1 (stereo not given)	-30%	-11%	i	1%	-4%	10	1%[9.24 µM]	-15%	5%
Cn1c(SCC(=O)N2CCCc3ccccc32)nc2cccnc21	-12%	-10%	i	-12%	7%	-12	0%	1%	-11%
COc1ccc(-c2cc(-c3nnc(COC(=O)c4ccncc4)o3)c3ccccc3n2)cc1OC	7%	-33%	nt	7%	?	?	5%	-3%	23%
CCOC(=O)[C@]12CCC=C1N(Cc1ccc3c(c1)OCO3)C(=O)[C@H](CC(=O)N1CCCC1)C2	nt	17%	i	15%	nt	-8	15%	nt	8%
COc1cc(CNCc2ccc(OC)c3ccccc23)cc(OC)c1OC	-41%	nt	?	-3%	-3%	?	-6%	-7%	?
Oc1c(Br)cc(Br)cc1CNc1ccc(F)cc1	-49%	-24%	i	?	?	-86*	?	0%	15%
O=C(Nc1cnn(C23CC4CC(CC(C4)C2)C3)c1)c1cnn2cccnc12	-15%	1%	?	4%	9%	-9	-26%	1%	0%
COc1ccc(N2CCN(CC(=O)Nc3ccc(SC(F)F)cc3)CC2)cc1	-14%	nt	i	-3%	15%	-17	-1%	7%	-13%
CC(C)N1CCc2c(sc(NC(=O)c3ccc(S(=O)(=O)N4CCc5ccccc54)cc3)c2C(N)=O)C1	13µM*	?	?	21µM*	?	19	?	3%	21µM*
COc1ccc(CCOC(=O)c2ccc(NC(=O)CC#N)cc2)cc1	-3%	14%	i	-15%	?	0	-2%	3%	17%
Cc1ccc(NC(=O)CNc2ccccc2N2CCCC2=O)cc1S(=O)(=O)N1CCCCC1	-20%	0%	i	3%	12%	-5	10%	4%	?
CCC(CC)C(=O)N1N=C(c2ccc(NS(C)(=O)=O)cc2)CC1c1ccc(C)cc1 (stereo not given)	-10%	nt	?	-9%	4%	-12	8%	-11%	0%
NC(=O)c1c(N)[nH]c(C(=O)c2ccccc2)c1-c1ccncc1	nt	9%	i	0%	nt	-3	-1%	nt	13%
Nc1ncnc2nc(SCCOc3ccc(Cl)cc3)[nH]c12	-1%	-8%	i	-6%	3%	20	-3%	-2%	-6%
N=C1C(c2ccccc2)=C(O)CN1c1cccc(S(=O)(=O)N2CCCCC2)c1	-2%	1%	i	2%	-1%	16	0%	5%	0%
CCOC(=O)Cc1c(C)nc2c(-c3ccccc3)cnn2c1C	-22%	17%	i	-10%	1.3µM*	0	-3%	?	5%
N#Cc1c(-n2cccc2)cccc1-n1cccc1	-32%	13%	i	14%	-22%	?	6%	0%	-21%
CC(C)CCOc1ccc(C(=O)NCC(c2cccs2)N2CCOCC2)cc1 (stereo not given)	-20%	-1%	i	0%	18%	-9	2%	-3%	10%
C/C(N)=C(/C#N)C(=O)CSc1nncn1-c1ccccc1	-8%	-10%	i	13%	15%	4	?	-3%	6%
OCc1c(OCc2cccc(F)c2)ccc2ccccc12	-19%	nt	i	1%	-1%	19	-2%	1%	-2%
CCOC(=O)C1(C)C=C(Nc2cccc(C)c2)C(=O)N1c1ccccc1 (stereo not given)	-22%	-4%	i	nt	nt	nt	nt	nt	-12%
COc1cccc2sc(NNC(=O)C3COc4ccccc4O3)nc12 (stereo not given)	-5%	-26%	i	-13%	-1%	46	-4%	-1%	?
COc1cccc(/C=N/NC(=O)c2ccc(=O)[nH]n2)c1O	7%	nt	i	23µM*	10%	87	?	3%	-26%
O=C(CCCC(=O)OCC(Cl)=C(Cl)Cl)Nc1cccc2ccccc12	-25%	11%	i	2%	0%	29	-12%	6%	0%
C(#CCN1CCCC1)CC(c1ccccc1)c1ccccc1	-47%	?	?	?	13µM*	-64*	?	4%	-29%
CC(CC(=O)NCc1ccc(Cl)cc1)S(=O)(=O)c1ccc2c(c1)NC(=O)CO2 (stereo not given)	-14%	-22%	i	-1%	0%	17	-12%	19%	-10%
COC(=O)c1ccc(C(=O)N2CCCC(CNC(=O)c3ccccc3Cl)C2)cc1 (stereo not given)	-3%	-29%[11.3 µM]	i	15%	-3%	-1	21%	-8%	-5%
COc1ccc(CN2CC(=O)N3[C@H]4c5ccc(OC)cc5OC[C@@H]4[C@H](c4ccccc4)[C@]3(C)C2=O)cc1	-33%	1%	i	3%	?	-19	-3%	-6%	-7%
S=c1[nH]nc(NCCCN2CCOCC2)s1	10%	nt	i	5%	1%	15	2%	2%	6%
COc1cccc(-c2nn(C)c3sc(C(=O)N4CCN(c5ccccc5)CC4)cc23)c1	-16%	-6%	i	-23%	?	-27	-16%	3%	-17%
COc1ccc(-c2nsc(SCC(=O)NCc3ccc4c(c3)OCO4)n2)cc1	3%	9%	i	-2%	7%	7	0%	-7%	-2%
O=C(NCc1ccc2c(c1)OCO2)c1cc(-c2ccccc2)c(N2CCOCC2)s1	-9%	nt	i	-13%	11%	?	-13%	-5%	-7%
Cc1ccccc1C(=O)Nc1ccc2c(c1)nc(CCNC(=O)c1ccco1)n2C	7%	0%	i	5%	0%	-6	-3%	29%	21%
COc1cc(OC)cc(C(=O)NCCCN2CCN(CCCNC(=O)c3cc(OC)cc(OC)c3)CC2)c1	-5%	-3%	?	-15%	0%	-16	12%	-6%	3%
Cn1c(SCc2ccccc2Br)nc2ccccc2c1=O	-44%	nt	i	4%	-3%	58	7%	-8%	?
CCCCCCC(C)OC(=O)c1ccccc1C(=O)O (stereo not given)	-27%	nt	i	1%	1%	8	0%	-6%	2%
Cc1ccc2occ(-c3cc(-c4ccc(F)cc4)nc4c3COc3ccc(F)cc3-4)c(=O)c2c1	-4%	11%	i	nt	nt	nt	nt	nt	9%
CCCN1CCC(NC(=S)Nc2ccc(C(=O)OCC)cc2)CC1	7%	9%	i	1%	0%	22	4%	-2%	7%
CC(C)N(Cc1cc2ccccc2[nH]c1=O)C(=O)C1CCCCC1	-35%	-1%	i	-3%	-1%	-17	-4%	2%	-5%
O=[N+]([O-])c1cccnc1Oc1cccnc1	21%	-6%	i	19%	1%	-4	6%	-12%	2%
COc1ccc(-c2nn(-c3ccccc3)cc2C(=O)NCC(c2cccs2)N2CCOCC2)cc1 (stereo not given)	-13%	1%	i	-24%	11%	-15	-18%	0%	-2%
COc1ccc(C(CNC(=O)c2ccc(S(=O)(=O)Nc3ccc(F)cc3)cc2)N(C)C)cc1 (stereo not given)	-28%	-19%	i	?	-2%	23	?	2%	-11%
